sPLA2-III inh – human group III sPLA2 inhibitors, primary screen, biochemical, QFRET, BODIPY PC-A2 liposome substrate; inhibition, % at 12.2 µM; AID 743126, 2013; QFRET BODIPY PC-A2 liposome hydrolysis, fluorescence; 370,000 tested, 0.56% active;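 active = inhibition above mean plus 3 SD of compounds lying within the high and low control bounds, cut at about 19% in these data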;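 note: 0% = median of test compound wells and 100% = no enzyme DMSO wells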
Target sequence (Q9NZ20 whole entry, looked up): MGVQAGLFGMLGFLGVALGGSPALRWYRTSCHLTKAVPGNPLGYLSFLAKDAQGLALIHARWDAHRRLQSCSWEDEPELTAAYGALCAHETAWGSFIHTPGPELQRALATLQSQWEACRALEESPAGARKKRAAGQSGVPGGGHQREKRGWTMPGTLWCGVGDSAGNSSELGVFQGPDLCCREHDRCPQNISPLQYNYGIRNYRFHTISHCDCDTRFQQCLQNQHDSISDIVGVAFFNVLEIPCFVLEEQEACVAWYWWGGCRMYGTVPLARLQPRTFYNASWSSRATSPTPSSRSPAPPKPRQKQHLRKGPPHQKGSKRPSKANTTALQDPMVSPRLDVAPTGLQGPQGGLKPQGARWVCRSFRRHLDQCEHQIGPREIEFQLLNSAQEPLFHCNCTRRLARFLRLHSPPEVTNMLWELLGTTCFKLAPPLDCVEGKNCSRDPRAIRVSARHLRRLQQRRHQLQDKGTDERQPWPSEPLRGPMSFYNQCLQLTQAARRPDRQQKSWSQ
ssDAF-12 act – S. stercoralis DAF-12 nuclear receptor activators, primary screen, cell-based, luminescence, HEK293, GRIP1 co-expression, lit1-tk-luc. 370,000 tested, 1% active. Nuclear hormone receptor DAF-12 (Strongyloides stercoralis). activation, % at 6.8 µM. HEK293 ssDAF-12/GRIP1 lit1-tk-luc reporter; % of 3 µM dafachronic acid response;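 active = activation above the mean over all tested compounds plus 3 SD, cut at about 0.9% in these data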;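 note: 0% = DMSO-only wells and 100% = 3 µM delta7-dafachronic acid wells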
DAX1 inh-1 – DAX1 (NR0B1) inhibitors on StAR promoter, primary screen, cell-based, luminescence, SF-1 (NR5A1), full-length DAX-1 | 370,000 tested, 1.1% active | inhibition, % at 6.8 µM | AID 652010, 2013 | HEK293T StAR-luciferase reporter, SF-1/DAX-1 repression relief;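 active = inhibition above the mean over all tested compounds plus 3 SD, cut at about 3.6% in these data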;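 note: 0% = DAX-1 cells with DMSO and 100% = cells lacking DAX-1 with DMSO; higher inhibition means more luminescence from relief of DAX-1 repression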
hcDAF12 agonist – H. contortus DAF-12 nuclear receptor activators, primary screen, cell-based, luminescence, HEK293, lit1-tk-luc reporter; 370,000 tested, 1.4% active; activation, % at 6.8 µM; AID 652067, 2013; HEK293 hcDAF-12 lit1-tk-luc reporter; 0% DMSO, 100% Δ7-dafachronic acid;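 active = activation above the mean of all tested compounds plus 3 SD, cut at about 5.5% in these data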;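 note: 100% = response to 3 µM Δ7-dafachronic acid high control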
SMARCA2 activ – SMARCA2 (BRM) function activators, primary screen, cell-based, luminescence, high throughput. MG213 cells, MMTV-luciferase reporter, dexamethasone, overnight. activation, % at 9.1 µM. 370,000 tested, 1% active; in the data active = activation above about 7.8%;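 note: 0% = vehicle wells and 100% = reference activator wells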
Rev-erbA mod – modulators of Rev-erb alpha DNA binding, primary screen, biochemical, FITC-DNA, fluorescence polarization, uHTS. 370,000 tested, 0.79% active. Rev-erbα–FITC-DNA binding, 90 min. activity, % at 10 µM. Nuclear receptor subfamily 1 group D member 1 (Homo sapiens), P20393. AID 1259318, 2017;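 active = activity above about 14%, limit read from the data; passing the limit was not always enough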;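 note: 0% = DMSO wells with 35 nM protein and 100% = DMSO wells with 750 nM protein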
Target sequence (P20393 whole entry, looked up): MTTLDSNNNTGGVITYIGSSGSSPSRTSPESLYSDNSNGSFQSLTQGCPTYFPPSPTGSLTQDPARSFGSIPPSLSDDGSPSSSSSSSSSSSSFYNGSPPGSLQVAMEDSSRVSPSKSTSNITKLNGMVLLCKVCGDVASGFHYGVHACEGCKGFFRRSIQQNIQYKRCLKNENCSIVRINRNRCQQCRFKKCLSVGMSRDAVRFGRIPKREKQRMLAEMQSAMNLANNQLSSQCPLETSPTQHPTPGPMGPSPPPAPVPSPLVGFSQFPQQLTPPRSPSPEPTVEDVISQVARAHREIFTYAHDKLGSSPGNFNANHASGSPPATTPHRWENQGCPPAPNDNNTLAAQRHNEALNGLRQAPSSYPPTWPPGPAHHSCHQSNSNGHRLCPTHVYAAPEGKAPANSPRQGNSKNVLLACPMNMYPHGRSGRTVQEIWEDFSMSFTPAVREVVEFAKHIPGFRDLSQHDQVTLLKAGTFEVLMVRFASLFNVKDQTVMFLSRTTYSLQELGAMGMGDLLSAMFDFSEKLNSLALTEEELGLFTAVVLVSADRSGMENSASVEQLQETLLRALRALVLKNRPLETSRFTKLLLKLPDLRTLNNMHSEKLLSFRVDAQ
hgDAF12 agonist – H. glycines DAF-12 receptor agonists, primary screen, cell-based, luminescence, HEK293, GAL4 fusion, UAS-luciferase; AID 687014, 2013; Nuclear hormone receptor DAF-12 (Heterodera glycines), GAL4 fusion; activation, % at 6.8 µM; HEK293 GAL4-hgDAF12 UAS-luciferase reporter, agonist luminescence; normalized to butyrate control; 370,000 tested, 1.8% active;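 active = activation above a cutoff set at the mean of all screened compounds plus 3 SD, cut at about 10% in these data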;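 note: 0% = DMSO wells and 100% = sodium butyrate wells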
PLCb3 inh – human PLC-beta3 inhibitors, primary screen, biochemical, fluorescence. 1-phosphatidylinositol 4,5-bisphosphate phosphodiesterase beta-3 (Homo sapiens), Q01970. Purified PLC-beta3, fluorogenic substrate. inhibition, % at 12.2 µM. 370,000 tested, 0.18% active. AID 720704, 2013; in the data active = inhibition above about 11%;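 note: 0% = median of compound wells on plate and 100% = full blocker control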
DAX1 inh-2 – DAX1 (NR0B1) inhibitors, primary screen, cell-based, HEK293, Gal4-DAX1, luciferase luminescence; AID 504766, 2011; inhibition, % at 6.75 µM; 340,000 tested, 0.99% active; HEK293 Gal4-DAX1 luciferase reporter;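 active = inhibition above the mean over all tested compounds plus 3 SD, cut at about 4.2% in these data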;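 note: 0% = DAX1-transfected cells with DMSO and 100% = empty-vector control cells with DMSO; inhibition shows as a rise in luminescence from relieved DAX1 repression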
GAA850 FXN act – FXN promoter activators, primary screen, cell-based, luciferase luminescence, HEK293 lucGAA850; 360,000 tested, 0.56% active; activation, % at 6 µM; HEK293 lucGAA850 FXN promoter luciferase reporter, 24 h; percent of 10 µM SAHA response;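 active = activation above the average of all compounds screened plus 3 SD, cutoff fixed separately per campaign, cut at about 7.5% in these data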;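 note: 0% = DMSO wells and 100% = 10 µM SAHA wells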
PG9 Ab binder – binders of HIV-1 gp120 antibody PG9, primary screen, biochemical, TR-FRET. AID 624416, 2012. TR-FRET gp120-PG9 antibody binding. inhibition, % at 6.7 µM. 360,000 tested, 0.43% active. HIV-1 gp120 / PG9 antibody interaction; in the data active = inhibition above about 8.5%
Starred values were filed as active, the others as inactive; x = not tested or not shown. Compounds as they come (roughly 7% active in at least one column).

SMILES	sPLA2-III inh	ssDAF-12 act	DAX1 inh-1	hcDAF12 agonist	SMARCA2 activ	Rev-erbA mod	hgDAF12 agonist	PLCb3 inh	DAX1 inh-2	GAA850 FXN act	PG9 Ab binder
CCC(=O)Nc1c(C#N)c2nc3ccccc3nc2n1-c1ccccc1C	-1	-1.3	0.7	1.4	2	0	0.2	-456	1.6	-1.9	2.6
CCn1c(SCC(N)=O)nc2c1c(=O)n(C)c(=O)n2C	3	-1.6	-0.5	-0.6	-3	-1	2.8	-2	-0.7	0.0	0.0
O=C(NCCN1C(=O)C2C3C=CC(C3)C2C1=O)Nc1ccc(Br)cc1 (stereo not given)	-6	0.1	2.6	2.8	3	3	13*	3	4.0	5.2	-1.1
COc1cc(C(C(=O)NC2CCCCC2)N(CCN2CCOCC2)C(=O)C2COc3ccccc3O2)cc(OC)c1OC (stereo not given)	5	-0.8	1.5	0.3	-4	1	0.0	-4	2.7	0.1	-0.3
O=c1c2ccccc2cnn1Cc1n[nH]c(=S)n1-c1ccc(F)cc1	14	-1.5	-0.8	-0.8	0	-5	-1.0	-2	0.2	0.0	-0.3
COc1cccc(C(=O)C(CCC#N)c2ccccc2)c1 (stereo not given)	6	-1.4	-0.5	-1.5	-6	1	-3.9	0	0.5	4.5	1.0
Cc1ccc(Nc2nnc(SCC(=O)NCC3CCCO3)s2)cc1C (stereo not given)	4	-0.1	1.9	2.4	2	5	6.8	-5	0.1	2.9	-5.8
CCC1S/C(=N/N=C/c2ccco2)NC1=O (stereo not given)	-4	-0.7	0.0	-1.4	-2	2	1.4	7	-1.7	2.8	-2.3
O=C(Cn1c(=O)oc2cc(S(=O)(=O)N3CCc4ccccc43)ccc21)N1CCCCC1	4	-1.2	-1.0	-1.8	0	-9	-0.1	0	0.6	0.1	-0.7
CCc1cccc(NC(=O)CCC(=O)N2CCSc3ccccc32)c1	-8	-1.4	-1.4	-1.9	0	6	0.1	3	-0.6	-0.9	-1.0
Cc1nc(NC(=O)c2cc3ccccc3o2)sc1C	-5	0.5	2.0	10*	3	-4	14*	-40	-0.8	-0.2	-1.8
CCCOc1ccc(C(=O)CCC(=O)OCC(=O)N(C)c2c(N)n(Cc3ccccc3)c(=O)[nH]c2=O)cc1	-5	-0.4	0.0	-0.4	-1	2	0.8	-4	0.6	-1.8	-0.4
COc1ccc(NC(=O)CN(C)C(=O)c2ccc3c(c2)OCCO3)cc1	4	-1.0	0.1	0.1	2	-2	0.6	-5	1.4	2.1	-1.6
C=CCc1cc(Cl)ccc1OCCOCCNC(C)(C)C	1	-2.0	0.0	-2.1	0	-2	-2.5	1	0.2	-0.2	-0.7
Cc1ccc2cc3c(nc2c1)OCC3	-3	-1.3	0.2	-1.3	1	0	3.0	-5	-0.2	2.4	-2.8
CCOCCn1c(=O)c2c(nc3n2CCN3c2ccc(C)cc2)n(C)c1=O	10	-0.9	-0.1	-0.8	-4	5	1.4	-8	1.6	x	-0.3
CCOc1ccc(NS(=O)(=O)c2cc(C(=O)N3CC(C)OC(C)C3)ccc2C)cc1 (stereo not given)	-4	-0.8	-0.6	-1.3	-1	2	-0.7	-3	-0.5	-1.0	-1.6
Cc1ccc(-c2cn3c(n2)SCC3)cc1	-5	-0.9	2.3	2.5	4	5	7.5	0	3.0	5.3	0.1
[O-]C(=C(C(=S)Nc1cccc2ccccc12)[n+]1cccc(CO)c1)c1ccc(Cl)s1	-2	-0.4	0.3	0.4	-4	0	-0.4	-10	0.2	0.5	3.1
COC(=O)c1cc(NCc2cccs2)ccc1N1CCOCC1	4	-1.0	0.1	-1.3	0	-1	1.4	-74	0.6	0.7	-3.4
CC(=O)NCCC(=O)Nc1cc(S(=O)(=O)N2CCCCC2)ccc1Oc1cccc(C)c1	-1	-1.6	-0.3	-0.4	-3	6	-3.5	-1	0.1	0.5	-2.8
COc1ccc([N+](=O)[O-])cc1NC(=O)CSCc1ccc(Br)cc1	3	1.0*	0.2	1.6	5	0	2.2	5	-1.7	3.2	0.9
CC(=O)NCCC1CCCCN1C(=O)c1cc(COc2cc(C)ccc2C)on1 (stereo not given)	-8	0.8	1.9	4.6	2	-3	16*	-4	1.4	6.6	0.3
Cc1nc(N)ncc1Sc1ccc(Cl)cc1	2	-1.0	-0.2	0.3	2	16	4.7	2	0.5	2.5	-0.5
Cc1noc(C)c1CN(C(=S)NC1CC1)c1ccccc1	6	-1.1	-0.3	-4.0	-1	3	-3.5	2	-0.2	1.7	0.2
O=S(=O)(Nc1nc2ccccc2[nH]1)c1ccccc1	5	-1.1	-0.2	-1.9	-1	1	1.4	1	1.6	1.1	-0.6
CCOc1ccc(/C(O)=C2/C(=O)C(=O)N(c3ncccn3)C2c2ccc(Cl)cc2)cc1 (stereo not given)	-30	-1.1	-0.5	-0.5	-4	-1	0.5	-21	x	-0.7	4.4
COc1cccc(C(=O)Nc2ccc(N3CCN(C(=O)c4ccco4)CC3)cc2)c1	-4	-1.2	-1.1	-4.1	0	2	3.6	-4	-1.0	-2.8	-3.1
CNS(=O)(=O)c1cccc(C(=O)OCC(=O)NCc2ccccc2)c1	4	-1.2	-0.4	-1.1	-4	1	0.3	-2	-0.4	0.3	-1.5
COc1ccc(N(CC(=O)NCCc2ccc(OC)c(OC)c2)S(=O)(=O)c2ccc(OC)c(OC)c2)cc1	2	-1.1	0.0	1.8	-1	-1	0.7	-4	4.1	-3.2	0.3

Of the compounds above, these contain an aryl thioether with sulfur outside any ring:
SMILES	sPLA2-III inh	ssDAF-12 act	DAX1 inh-1	hcDAF12 agonist	SMARCA2 activ	Rev-erbA mod	hgDAF12 agonist	PLCb3 inh	DAX1 inh-2	GAA850 FXN act	PG9 Ab binder
CCn1c(SCC(N)=O)nc2c1c(=O)n(C)c(=O)n2C	3	-1.6	-0.5	-0.6	-3	-1	2.8	-2	-0.7	0.0	0.0
Cc1ccc(Nc2nnc(SCC(=O)NCC3CCCO3)s2)cc1C (stereo not given)	4	-0.1	1.9	2.4	2	5	6.8	-5	0.1	2.9	-5.8
Cc1nc(N)ncc1Sc1ccc(Cl)cc1	2	-1.0	-0.2	0.3	2	16	4.7	2	0.5	2.5	-0.5

(more compounds)
SMILES	sPLA2-III inh	ssDAF-12 act	DAX1 inh-1	hcDAF12 agonist	SMARCA2 activ	Rev-erbA mod	hgDAF12 agonist	PLCb3 inh	DAX1 inh-2	GAA850 FXN act	PG9 Ab binder
COc1ccnc(NC(=S)N2CCN(c3ncc(C(F)(F)F)cc3Cl)CC2)c1	23*	-1.6	-0.4	-1.8	-4	-8	2.0	-46	x	x	x
CCN(CCNC(=O)CS(=O)(=O)Cc1nc(-c2cccc(OC)c2)oc1C)c1ccccc1	-18	-1.4	0.3	-0.1	3	6	0.0	1	-0.6	1.1	-1.6
C#CC(C)(C)NC(=O)CSc1nc2c(c(=O)n(C)c(=O)n2C)n1CCCC	11	-1.0	-0.9	1.7	-2	0	0.5	1	3.1	0.9	-1.8
Cc1csc(N2CCCC2c2nc3cc(Cl)c(N4CCCCC4)cc3n2CCCO)n1 (stereo not given)	-1	-1.5	-0.1	0.0	3	-4	-0.9	-7	0.8	2.4	0.2
Cc1ccc(-c2nnc(CN3CCCCC3C)o2)cc1 (stereo not given)	-2	-1.4	0.4	-1.6	-1	2	1.1	-4	-1.3	4.5	-2.6
COCCNc1nc(-c2cc(C)n(CCc3ccc(OC)cc3)c2C)cs1	-6	-1.8	0.2	0.6	-3	-2	-0.5	-28	0.0	-0.8	-1.8
CCCCCCCCN1C(=O)[C@@H](CC(=O)NCc2ccc(C)o2)C[C@@]2(C(=O)OC)C1=C[C@H](C(C)C)O[C@@H]2C1CC1	-17	-1.1	-1.7	-2.2	-3	-6	1.6	0	x	x	x
COc1cccc(-n2c(CN3CCN(c4ccc(C)cc4)C(C)C3)nc3ccc([N+](=O)[O-])cc3c2=O)c1 (stereo not given)	-4	0.0	-0.7	5.8*	1	2	1.5	0	-2.2	-2.9	-2.0
COc1ccc(OCCCC(=O)Nc2nnc(C3CCCO3)s2)cc1 (stereo not given)	-9	-0.8	-0.7	-1.9	1	-5	2.4	-3	0.9	1.7	-2.7
CC(C)N(C(=O)NC(=O)NCC1CCCO1)S(C)(=O)=O (stereo not given)	7	-0.5	-0.5	-1.8	-2	-3	-0.1	5	0.3	-0.4	-0.6
CC1=NN(c2cccc([N+](=O)[O-])c2)C(=O)C1	-1	-1.2	-0.6	1.2	-2	0	-1.0	1	1.9	-2.2	-0.6
COc1cccc(CN2CCNC(=O)C2CC(=O)NCCOc2cccnc2)c1OC (stereo not given)	-2	-1.5	0.1	0.6	-1	4	0.5	-3	0.6	0.2	0.5
O=C(NCCc1c[nH]c2ccccc12)Nc1cccc2ccccc12	-73	-1.3	-1.3	-2.3	-3	-4	-2.7	-7	-1.4	-0.6	1.1
O=C(O)CNS(=O)(=O)c1cccc(Cl)c1	-5	-1.6	-0.2	0.7	-1	4	-1.8	-6	-1.8	0.2	-1.3
CC1=C(C(=O)OC2CCCC(C)C2)C(c2ccccc2)NC(=O)N1 (stereo not given)	0	-0.2	0.2	-0.1	4	0	6.4	-8	-0.7	-0.3	-0.2
O=C(NCCCn1ccnc1)c1nn2c(C(F)(F)F)cc(-c3ccc(Br)cc3)nc2c1Cl	1	-1.3	-0.7	-0.3	0	-1	-1.9	-17	-0.7	4.1	0.1
C=CCN(N=Nc1cccc([N+](=O)[O-])c1)c1cccc([N+](=O)[O-])c1	0	-0.7	-1.1	-0.6	1	9	0.0	1	-0.7	1.1	-0.2
COc1ccc2c(c1)OC13CCCCC1C2C(C(=O)c1ccccc1)C(=O)N3 (stereo not given)	2	-1.1	1.2	0.8	1	-6	1.0	2	-0.1	-0.4	1.0
CCCc1cc(=O)oc2cc(C)cc(OCC(=O)NCc3ccncc3)c12	5	-1.3	-0.5	-0.5	-1	8	2.4	-240	0.5	-0.2	0.4
Cc1ccc(NC2CNC(=O)NC2=O)cc1C (stereo not given)	0	-0.8	-0.6	-0.7	-1	-2	0.6	-1	-0.2	-1.3	-0.7
Cc1ccc(C2NC(=O)c3c(sc(C)c3C)N2)c(O)c1 (stereo not given)	-4	1.0*	1.7	9.0*	1	-4	8.6	-184	1.1	4.6	-0.3

Bioassay records (PubChem)
